Bioassay records deposited in PubChem by several laboratories.
Peg3 prom inh – inhibitors of Peg3 promoter; hit rate 1.7% among 360,000; HeLa PEG-Prom luciferase reporter, luminescence, overnight; inhibition, % at 20 µM; AID 588405;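 active = inhibition of at least 50% at 20 µM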
Shn3 3UTR inh – reduces Shn3 3'UTR luciferase signal in osteoblasts; AID 588674; inhibition, % at 12.5 µM; hit rate 0.52% among 360,000; Clone20 osteoblast Shn3 3'UTR firefly luciferase, 24 h;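 active = mean inhibition of at least 75% with every replicate also reaching 75%; inconclusive = mean inhibition at least 75% but some replicate below; inactive = mean inhibition below 75%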;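 note: 0% = median of neutral control wells and 100% = pilot-screen positive control compound; some compounds past the cut are filed as inactive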
TWEAK-Fn14 inh – TWEAK-Fn14 signaling inhibition; TWEAK-stimulated Fn14 reporter cells, luciferase luminescence, 8 h; inhibition, % at 10 µM; hit rate 2% among 360,000; in the data active = inhibition above about 50%
CF NFkB block – cystic fibrosis NF-kB activation inhibition; KKLEB NF-kB-GFP reporter, PAF-induced, GFP fluorescence overnight; inhibition, % at 5 µM; hit rate 0.86% among 360,000; AID 588850;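 active = at least 50% inhibition at 5 µM, scaled per plate between neutral and stimulator controls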;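 note: PAF is a Pseudomonas aeruginosa culture filtrate used as stimulus; plate controls were PAF-stimulated DMSO wells for no effect and unstimulated DMSO wells for full effect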
TRPM1 prom inh – MITF TRPM1 promoter inhibition in SK-MEL-5 cells; inhibition, % at 12.5 µM; hit rate 0.83% among 330,000; SK-MEL-5 TRPM1 promoter luciferase, 24 h;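 active = mean inhibition across replicates of 60% or more, whatever share of single replicates reaches that level; inconclusive = some that reach 60%, reason not given; inactive = mean inhibition across replicates below 60%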; note: values of inactives mirror those of a sister screen read the other way
HIF-2a block – inhibitors of HIF-2a; 786-0 RCC cells HIF-2a reporter, luciferase luminescence, overnight; inhibition, % at 18.8 µM; hit rate 0.72% among 360,000; AID 624352;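 active = inhibition of the luminescence signal of 40% or more relative to plate controls, in a single-dose primary screen at 18.75 µM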
TROY signal inh – inhibitors of TROY-dependent NF-kB signaling; Q293 LMP1-TROYcd NF-kB luciferase reporter, 4 h; inhibition, % at 10 µM; hit rate 0.98% among 360,000;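 active = compounds whose plate-normalised and pattern-corrected inhibition of the luciferase reporter signal at the single screening dose is 50% or more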
C8 TRAIL sens – caspase-8 TRAIL sensitization; inhibition (viability loss, TRAIL sensitization), % at 10 µM; AID 624354; NB7+C8 cells + TRAIL, ATPlite viability luminescence; hit rate 1% among 360,000;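 active = compounds causing at least 50% loss of cell viability in the single-dose screen, relative to plate controls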
NR2E3 ag-1 – agonists of human nuclear receptor NR2E3. Q9Y5X4. GST-NR2E3/biotin-RetCOR TR-FRET, 1536-well. inhibition of corepressor binding, % at 4.78 µM. hit rate 0.12% among 320,000. AID 2300;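 active = percent inhibition above the cutoff of mean plus 3 SD of all tested compounds, set per screening campaign, cut at about 20% in these data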;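 note: 0% = DMSO wells and 100% = biotin wells as full block of FRET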
Target sequence (Q9Y5X4 whole entry, looked up): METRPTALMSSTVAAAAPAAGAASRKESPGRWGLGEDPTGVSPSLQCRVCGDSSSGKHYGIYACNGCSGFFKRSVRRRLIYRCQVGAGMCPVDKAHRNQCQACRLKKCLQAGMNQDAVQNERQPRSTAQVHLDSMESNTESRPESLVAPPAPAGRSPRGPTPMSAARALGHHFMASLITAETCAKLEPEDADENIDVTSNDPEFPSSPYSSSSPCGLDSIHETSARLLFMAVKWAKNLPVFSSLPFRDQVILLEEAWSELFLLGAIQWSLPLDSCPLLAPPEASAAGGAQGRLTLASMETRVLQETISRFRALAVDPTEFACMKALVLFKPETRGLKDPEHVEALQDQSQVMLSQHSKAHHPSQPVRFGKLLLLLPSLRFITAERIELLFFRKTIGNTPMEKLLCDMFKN
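System: GST-tagged NR2E3 plus biotinylated RetCOR corepressor; Amount: 1.35 nM GST-tagged NR2E3 final; Dosing: single nominal compound dose of 4.8 µM; Schedule: 5 h incubation at 4 °C; Technique: TR-FRET with europium anti-GST and streptavidin-D2, 340 nm excitation; Controls: biotin wells as high control, 0.6% DMSO wells as low control.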
KKLEB cytotox – CF airway cell cytotoxicity counter-screen. KKLEB CF airway cells viability, ATPlite luminescence, overnight; active compounds read low; cells stimulated with P. aeruginosa culture filtrate. activity change (cytotoxicity), % at 5 µM. hit rate 0.36% among 360,000. AID 602141;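 active = corrected activity change at or below -50% at 5 µM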
NR2E3 ag-2 – human photoreceptor-specific nuclear receptor agonism; Q9Y5X4; CHO-S Gal4-NCOR/VP16-NR2E3 two-hybrid, luciferase; inhibition of corepressor binding, % at 3.98 µM; hit rate 0.35% among 360,000; AID 602229;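 active = inhibition above the mean of all tested compounds plus 3 SD, cut at about 70% in these data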;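 note: 0% = DMSO with NR2E3 transfected cells and 100% = cells lacking NR2E3 construct; higher means lower luciferase signal from less NR2E3 corepressor binding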
Active calls of the source: *; ? = inconclusive; . = not tested or not shown. Some of the compounds tested; rates above refer to the full screens.

SMILES	Peg3 prom inh	Shn3 3UTR inh	TWEAK-Fn14 inh	CF NFkB block	TRPM1 prom inh	HIF-2a block	TROY signal inh	C8 TRAIL sens	NR2E3 ag-1	KKLEB cytotox	NR2E3 ag-2
O=C(Nc1nnc(SCc2ccccn2)s1)C1CC(=O)N(c2ccc(F)cc2)C1 (stereo not drawn)	14	0	2	-6	4	7	-9	-8	-1	-4	-30
CSc1ccc(CCNC(=O)CS(=O)(=O)Cc2nc(-c3ccccc3F)oc2C)cc1	-30	17	-8	-5	7	-14	3	8	4	-7	-1
O=C(CCSc1nnc(-c2ccc(O)cc2)o1)N1CCOCC1	-5	-11	-6	13	0	-3	-23	0	6	-11	-7
COc1ccc(NC(=O)Cc2ccsc2)cc1S(=O)(=O)N1CCCCC1	5	-5	-10	4	0	2	-15	-2	1	7	1
Cc1cc(N2CCCC2=O)ccc1S(=O)(=O)Nc1c(C)nn(C)c1C	16	65	5	-30	16	14	-1	19	2	2	7
Cc1ccc(S(=O)(=O)N2CCN(C(=O)c3cc(S(=O)(=O)N4CCOCC4)c(Cl)cc3Cl)CC2)cc1	19	20	-1	26	-2	11	1	6	.	-9	-3
O=C(Nc1ccccc1)c1ccc(NC(=O)C2CC2)cc1	-223	-83	-6	7	-81	-244	-72	7	2	-2	-137
Cc1cccc(C)c1NC(=O)COC(=O)c1ccc([N+](=O)[O-])o1	18	16	2	7	3	11	11	-9	-1	-4	-13
CC(=O)NC(CC(=O)NNC(=O)C(C)Oc1ccccc1F)c1ccccc1 (stereo not drawn)	16	10	0	-20	-1	11	6	3	0	6	-28
CC(=O)Nc1cccc2ccc(O)cc12	-10	-2	11	-92	-2	18	3	-5	.	-12	17
Cc1cccc(S(=O)(=O)NC(=O)C2(C)CCN2C(=O)CCc2ccccc2)c1 (stereo not drawn)	-1	-33	5	5	.	5	8	19	.	-4	10
CCN(C[C@H]1N[C@@](CC)(C(=O)OC)[C@H]2C(=O)N(Cc3ccccc3)C(=O)[C@@H]12)C(=O)c1ccc(C)cc1	36	14	11	-5	1	2	-5	-4	.	-3	-4
O=C(NNC(=O)c1ccncc1)Nc1ccccc1	-2	0	1	10	2	14	4	-15	3	3	-14
O=S(=O)(c1ccc(F)cc1)N1CCN(C(=S)NCc2ccccc2)CC1	4	4	-11	-9	-10	7	8	-18	1	17	12
Cc1ccc(OCCCn2ccnc2)c([N+](=O)[O-])c1	-10	-2	-18	-1	1	-11	-4	9	0	10	-19
Cc1cccc(NC(=O)c2sc(NC(=O)c3ccco3)c(C#N)c2C)c1C	10	-3	2	10	-8	-39	-9	11	2	3	2
CC(=O)NC(c1ccc(F)c(F)c1)c1nc(-c2ccncc2)cs1 (stereo not drawn)	-2	33	3	-3	.	9	-4	-12	.	-4	4
CC1(C)OC(=O)N(c2ccccn2)C1(C)O (stereo not drawn)	-6	-22	0	11	1	-2	4	6	3	5	-27
CC(=O)c1nc(N2C(=O)CC(Cc3cccc(C)c3)C2=O)sc1C (stereo not drawn)	-1	6	4	-6	2	18	-28	-11	4	4	14
Cc1ccc(-n2ncc3c(NNC(=O)c4ccco4)ncnc32)c(C)c1	-8	-17	-11	4	-2	5	12	11	3	0	-13
O=C1CSC(=Nc2ccc(O)cc2)N1c1ccc(O)cc1	1	-11	-12	1	8	16	-4	6	2	0	-12
Cc1[nH]c2ccccc2c1C(=O)CSC(=S)N(C)C	-129	-10	-1	-5	-25	-157	-32	-8	-2	-1	-19
COc1ccc(C2/C=C\CN(C(=O)C3CC3)[C@H](Cc3ccccc3)C(=O)N2Cc2ccc(F)cc2)cc1 (stereo partly drawn)	21	10	10	0	2	12	6	16	1	-4	23
O=C(CCn1c(=O)[nH]c2ccccc2c1=O)N1CCN(c2cccc(C(F)(F)F)c2)CC1	12	16	8	-20	3	12	5	-3	1	-3	-9
COc1cc(N)c(C(O)c2nccc3cc(OC)c(OC)cc23)cc1OC (stereo not drawn)	32	-3	-42	13	0	12	15	-1	1	-4	-4
C/C(CC(=O)Nc1cccc(Cl)c1Cl)=N\NC(=O)C(=O)NC1CCCCC1	-11	-3	-20	-6	0	1	-21	-1	4	0	-7
CN(C)S(=O)(=O)c1ccc(NC(=O)CN2CCOCC2)cc1	3	-15	-9	-16	-3	12	8	16	-1	-1	-6
CC(=O)Nc1cc(NC(C)=O)cc(C(=O)OC(C)C(=O)Nc2ccc(S(=O)(=O)N3CCCC3)cc2)c1 (stereo not drawn)	0	-29	-14	-1	-4	19	3	-1	0	-6	-8
Cc1cc(O)ccc1Nc1cc(-c2cccc(N)c2)ncn1	-77	-22	-35	-60	.	-93	-39	-4	.	10	-9
CC1(C)COC(c2ccc3c(c2)OCO3)OC1	-12	-17	5	-15	-15	-10	-10	-3	.	-2	-23
COc1ccc(CCNC(=O)COC(=O)C2CC2)cc1	6	5	-3	5	5	16	18	14	-3	5	-11
COc1ccc(NC(=S)NC(=O)/C=C/c2ccc(F)cc2)cc1	4	-15	0	12	0	-7	-5	8	.	8	-30
COC(=O)c1csc(S(=O)(=O)N2CCCCC2)c1OC	13	-6	7	0	7	9	-34	0	1	-1	17
COn1c(SCC(N)=O)nc2ccccc2c1=O	7	-8	-1	2	7	20	-5	19	-3	0	-4
Cc1nn2c(=O)cc(COC(=O)c3ccc(S(=O)(=O)N4CCCCC4)cc3)nc2s1	5	-3	2	12	-1	9	4	10	3	-2	-4
C=CCNC(=S)Nc1cc(C)ccn1	8	20	12	5	-1	-7	0	-4	4	1	-16

Shown with values under each structure: part of the list above
The line under a structure holds: Peg3 prom inh	Shn3 3UTR inh	TWEAK-Fn14 inh	CF NFkB block	TRPM1 prom inh	HIF-2a block	TROY signal inh	C8 TRAIL sens	NR2E3 ag-1	KKLEB cytotox	NR2E3 ag-2
> O=C1CSC(=Nc2ccc(O)cc2)N1c1ccc(O)cc1
    1	-11	-12	1	8	16	-4	6	2	0	-12
> O=C(Nc1ccccc1)c1ccc(NC(=O)C2CC2)cc1
    -223	-83	-6	7	-81	-244	-72	7	2	-2	-137
> Cc1ccc(OCCCn2ccnc2)c([N+](=O)[O-])c1
    -10	-2	-18	-1	1	-11	-4	9	0	10	-19

(further entries)
SMILES	Peg3 prom inh	Shn3 3UTR inh	TWEAK-Fn14 inh	CF NFkB block	TRPM1 prom inh	HIF-2a block	TROY signal inh	C8 TRAIL sens	NR2E3 ag-1	KKLEB cytotox	NR2E3 ag-2
COc1ccc(CNC(=O)COC(=O)c2cc(-c3cccs3)nc3ccccc23)cc1OC	17	6	22	-10	12	-4	5	-2	1	-2	-6
CCCN(c1ccc(C)cc1)c1nc(=O)c2cccnc2s1	9	10	-8	-17	.	8	6	-10	-3	10	-3
O=S(=O)(CCc1ccccc1)N1CCOCC1	8	16	22	5	10	5	-11	8	4	-2	3
CC(C)C(NS(=O)(=O)c1ccccc1F)C(=O)N1CCc2ccccc2C1 (stereo not drawn)	2	5	-12	16	4	8	11	13	-1	-1	-17
CC(=O)NC(NC(=S)Nc1ccc(S(N)(=O)=O)cc1)C(Cl)(Cl)Cl (stereo not drawn)	9	.	-13	-9	-6	8	5	13	-1	16	-11
Cc1cccc(C(C)C)c1NC(=O)CSc1cccc[n+]1[O-]	4	-27	8	-5	-7	11	9	16	.	6	-20
CCn1c(O)c(C=NC2CCCC2)sc1=S	-96	-48	-1	9	-43	-103	-27	-2	1	-6	-22
O=C(NC1CC(=O)N(c2cccc(F)c2)C1)N1CCN(C(=O)c2ccco2)CC1 (stereo not drawn)	-26	0	1	-8	-3	-3	-23	12	-2	11	-2
O=C(Nc1ccc(-c2nc3ncccc3o2)cc1)c1ccc(Br)o1	-44	-6	-15	-30	-29	-59	-18	-12	-232	13	-34
CC(C)(C)OC(=O)[C@H]1[C@H](c2ccc([N+](=O)[O-])cc2)C2(C(=O)c3ccccc3C2=O)C2c3ccccc3C=NN21 (stereo partly drawn)	-1	6	-9	-13	12	-3	11	7	-1	4	-1
O=C(N/N=C/c1ccncc1)c1cc2ccccc2o1	-25	-14	2	4	-7	-16	-22	20	1	-7	0
CCOP(=O)(OCC)C(Nc1ccccc1)c1cc(OC)ccc1OC (stereo not drawn)	14	16	15	-11	1	10	-11	-2	-1	1	-23
CCN1CCN(S(=O)(=O)c2cc(C(=O)O)ccc2Cl)CC1	0	0	-3	-19	-12	11	-2	-9	3	6	-23
O=C(O)CSCC(=O)Nc1ccc(Br)c(C(F)(F)F)c1	-10	-12	-11	-19	11	3	2	-8	-3	-8	37
CCN(CC)S(=O)(=O)c1cccc(C(=O)OCC(=O)c2ccc3c(c2)NC(=O)CO3)c1	9	-7	19	-7	-10	17	32	-9	0	16	13
Cc1cc(C(=O)Nc2nc3c(C)cccc3s2)c(C)o1	-52	-30	-16	2	-26	-56	-65	-6	5	-4	-34
CCN(CC)c1ccc2cc(-c3nnc(-c4ccccc4)o3)c(=O)oc2c1	-195	-46	67*	-109	-71	-204	44	26	-3	13	-150
COc1ccc(C(=Cc2ccccc2)C(=O)O)cc1	12	-7	-6	-36	9	1	-20	-2	.	1	-15
Cc1ccc(C2(C)NC(=O)N(CC(=O)Nc3cc(S(=O)(=O)N4CCOCC4)ccc3C)C2=O)cc1 (stereo not drawn)	26	-14	-1	-8	11	11	-17	0	0	9	-8
O=C(NCc1ccco1)c1cc2cc3ccc(Cl)cc3nc2o1	7	-5	-11	-87	-40	-71	-28	0	-22	16	14
Nc1c(C(=O)O)sc2nc(-c3ccccc3)cc(-c3ccccc3)c12	18	-16	12	-16	5	-14	-3	4	2	0	-3
CC12CCC(=O)N1C(C(=O)O)Cc1c2[nH]c2ccccc12 (stereo not drawn)	11	-11	-16	-3	10	6	9	-2	1	-14	-10
COc1cc(CN2CCCCCC2)cc([N+](=O)[O-])c1O	-6	3	-20	-15	0	18	17	-11	-2	15	-5
Cc1ccc(S(=O)(=O)N(CC(=O)NCC2CCCO2)c2cccc([N+](=O)[O-])c2)cc1 (stereo not drawn)	20	5	25	7	13	21	4	7	4	-1	-40
O=S1(=O)C[C@@H](N2CCN(c3ccccn3)CC2)[C@H](COCc2ccccc2)N1	12	-7	1	4	.	11	-2	-14	.	-10	2
CC1CC(C)CN(C(=O)C2CC(=O)N(c3ccc(F)cc3)C2)C1 (stereo not drawn)	-7	-32	-14	-4	9	1	-4	13	3	3	15
COc1cc(OC)cc(C(=O)/C=C2\Sc3ccccc3N2C)c1	-68	-26	-8	-10	-21	-103	-7	2	7	5	-34
COc1ccc(/C(=N\Nc2ccccc2C(=O)O)c2ccccc2)cc1	-46	-23	-5	-8	-13	-48	-28	-1	4	-6	-52
COc1ccc(CN(C(=O)CSc2nnc(-c3ccc(F)cc3)o2)c2ccc(F)cc2)cc1	-9	88*	10	9	6	-13	1	-12	0	-1	-13
CC(C)Cc1nc2oc3c(Cl)ncnc3c2c2c1CCC2	106*	-14	90*	35	?	67*	-7	85*	2	-16	5
